Screening results deposited in PubChem BioAssay by Sanford-Burnham Center for Chemical Genomics.
hIAP act = human IAP activation. activation factor at 10 µM. purified human IAP, CDP-Star luminescence, 30 min; active compounds read high; 1 = vehicle-only enzyme, 0 = enzyme-free background. 330,000 compounds, 0.16% hits. P09923;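 active = activation factor of the enzyme at least 2-fold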; also: the source names both 10 and 20 µM as test concentration; values of inactives mirror those of a sister screen read the other way
Target sequence (P09923 whole entry, looked up): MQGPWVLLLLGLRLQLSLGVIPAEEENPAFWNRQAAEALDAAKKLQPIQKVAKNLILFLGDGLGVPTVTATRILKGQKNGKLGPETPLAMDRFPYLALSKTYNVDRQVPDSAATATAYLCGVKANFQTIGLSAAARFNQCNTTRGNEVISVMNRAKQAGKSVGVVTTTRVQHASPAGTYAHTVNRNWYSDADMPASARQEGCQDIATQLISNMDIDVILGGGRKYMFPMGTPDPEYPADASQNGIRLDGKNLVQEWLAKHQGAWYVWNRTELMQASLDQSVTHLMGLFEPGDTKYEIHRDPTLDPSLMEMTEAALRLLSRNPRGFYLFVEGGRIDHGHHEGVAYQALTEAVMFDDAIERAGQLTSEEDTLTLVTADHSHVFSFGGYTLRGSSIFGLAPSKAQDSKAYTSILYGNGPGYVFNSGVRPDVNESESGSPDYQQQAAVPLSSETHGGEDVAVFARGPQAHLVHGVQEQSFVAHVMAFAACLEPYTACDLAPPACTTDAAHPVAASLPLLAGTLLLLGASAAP
NR3A LBD binder = modulates the human NR3A ligand-binding domain | 340,000 compounds, 2.5% hits | NR3A LBD differential scanning fluorimetry, Tm shift; 0% = protein alone, 100% = glycine-bound protein | Tm shift relative to glycine control, % at 25 µM;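 active = melting temperature shift of at least 10% of the positive control shift, at one fixed dose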
MPTP block = inhibitors of mitochondrial permeability transition pore. isolated mouse mitochondria, Ca2+ swelling absorbance, 30 min. inhibition, % at 10 µM. 360,000 compounds, 1.4% hits;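 active = inhibition of 50% or more, scaled per plate between neutral and stimulator controls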;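 also: 0% = DMSO wells given calcium and 100% = 1 mM EGTA wells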
ATG4B inh = ATG4B (human) cysteine protease inhibition. Q9Y4P1. ATG4B cleavage of LC3-PLA2, NBD-HPC fluorescence, 1 h. inhibition, % at 8.33 µM. 340,000 compounds, 0.51% hits; in the data active = inhibition above about 40%
SENP1 FRET inh = SENP1 (human) catalytic domain inhibition. Q9P0U3. recombinant SENP1 catalytic domain, CyPet-SUMO1-YPet FRET cleavage. inhibition, % at 10 µM. 360,000 compounds, 0.21% hits. AID 624204;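 active = inhibition at least 30% at 10 µM, raw YFP signal under a set limit, fluorescence ratio 0.5 to 1.5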;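 also: 0% = enzyme with DMSO and 100% = no enzyme wells; some results filed as inactive read as strong as hits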
Target sequence (Q9P0U3 419-644 limits assumed): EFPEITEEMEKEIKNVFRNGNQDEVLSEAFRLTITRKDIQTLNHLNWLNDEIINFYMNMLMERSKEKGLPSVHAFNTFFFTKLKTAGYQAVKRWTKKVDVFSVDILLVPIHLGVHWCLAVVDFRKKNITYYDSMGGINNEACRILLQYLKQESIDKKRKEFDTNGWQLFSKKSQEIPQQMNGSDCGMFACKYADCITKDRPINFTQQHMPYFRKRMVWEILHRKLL
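Assay system – human recombinant His6-tagged SENP1 catalytic domain enzyme · Input – SENP1 enzyme, 20 pM final · Buffer or medium – Tris pH 8 buffer plus EDTA, NaCl, BME, BSA, NP40, catalase · Schedule – 50 min reaction at room temperature · Technique – FRET read of cyan and yellow fluorescence · Control set – no-enzyme wells low, DMSO-plus-enzyme wells high control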
SENP6 block = inhibitors of human SENP6 protease; Q9GZR1; Recombinant SENP6 catalytic domain, aminoluciferin luminescence; inhibition, % at 10 µM; 330,000 compounds, 1.8% hits; AID 2599;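 active = inhibition above about 50% at the single tested dose, limit read from the data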;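 also: plate controls were DMSO wells with enzyme for no effect and DMSO wells lacking enzyme for full effect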
PfGluPho inh = PfG6PD (Plasmodium falciparum) enzyme inhibition; PfGluPho enzyme, NADPH resazurin-diaphorase fluorescence; inhibition, % at 20 µM; 350,000 compounds, 0.78% hits;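 active = inhibition reaching at least a set limit at 20 µM in the primary screen, cut at about 59% in these data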;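 also: 0% = DMSO wells with substrate and 100% = DMSO wells lacking glucose-6-phosphate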
SENP8 block = blocks human SENP8 cleavage of Nedd8 substrate; recombinant SENP8, Nedd8 substrate fluorescence; inhibition, % at 20 µM; 360,000 compounds, 0.64% hits; AID 602440; in the data active = inhibition mostly above about 40%, no sharp cut-off; inactive = mostly below about 27%
Target sequence (Q96LD8 whole entry, looked up): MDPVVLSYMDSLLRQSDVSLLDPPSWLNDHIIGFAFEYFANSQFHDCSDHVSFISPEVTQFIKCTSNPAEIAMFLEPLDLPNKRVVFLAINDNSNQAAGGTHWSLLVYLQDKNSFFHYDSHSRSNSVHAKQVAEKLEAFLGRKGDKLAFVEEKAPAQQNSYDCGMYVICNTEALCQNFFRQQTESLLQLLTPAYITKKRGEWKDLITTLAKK
* = called active by the depositor; i = inactive; . = no result given.

hIAP act | NR3A LBD binder | MPTP block | ATG4B inh | SENP1 FRET inh | SENP6 block | PfGluPho inh | SENP8 block | SMILES
0.995 | 8.0 | -0.5 | -14.5 | 1.0 | 15.7 | 3.2 | -56.6 | COC(=O)c1ccccc1S(=O)(=O)N(CCCO)Cc1cc2c(C)ccc(C)c2[nH]c1=O
1.02 | 0.9 | -1.6 | 6.2 | -0.7 | 11.5 | -15.1 | 21.2 | O=C(O)c1sc2cc(C(F)(F)F)cnc2c1-c1ccccn1
0.911 | 0.5 | 0.6 | 2.1 | -1.4 | -9.3 | -19.7 | 16.0 | CCN(CC)C(=O)N1CCN(Cc2ccc3c(c2)OCO3)CC1
0.987 | -0.2 | -1.3 | -3.1 | 1.9 | 0.4 | 21.5 | 4.4 | Cc1cccc(-c2nnnn2-c2cccc(C)c2)c1
1.2 | 3.0 | -0.7 | 9.1 | 0.8 | -6.8 | -1.8 | -4.7 | O=C(NCCS(=O)(=O)N1CCCCC1)c1ccc2c(c1)OCO2
0.983 | -1.7 | -0.9 | 9.7 | 2.6 | -2.7 | -0.8 | 8.4 | COc1cccc(C(=O)c2c[nH]c(C(=O)NCCCN(C)C)c2)c1
0.948 | -3.7 | 1.0 | -7.3 | 1.8 | -14.9 | -9.6 | 7.4 | O=C(CCCn1cc([N+](=O)[O-])cn1)Nc1ccc2c(c1)OCO2
0.844 | -1.0 | -0.3 | -7.2 | 1.8 | 7.3 | -5.7 | 0.4 | CC1(c2cccc(Br)c2)NC(=O)N(CC(=O)N2CCc3ccccc32)C1=O (configuration not stated)
1.13 | -0.8 | -0.1 | -7.5 | -23.0 | -11.4 | -0.3 | -26.0 | COc1cccc(CN2CCNC(=O)C2CC(=O)N2CCOc3ccccc3C2)c1OC (configuration not stated)
0.973 | -1.1 | -0.9 | -10.0 | 4.5 | -21.6 | 2.6 | 3.7 | CC(C)[C@H](NC(=O)c1ccccc1)C(=O)OCC(=O)c1c(N)n(C)c(=O)n(C)c1=O
0.906 | -15.5 | 3.3 | 5.2 | -0.1 | 1.0 | 20.3 | -5.4 | CCCCCCCCCCCCN1[C@@H](CC(C)=O)c2cc(F)ccc2S1(=O)=O
. | . | -1.3 | . | 3.2 | . | 18.6 | 11.3 | C[C@H](CO)N1C[C@H](C)[C@@H](CN(C)S(=O)(=O)c2ccccc2C#N)OCc2cn(nn2)CCCC1=O
1.08 | -5.7 | -0.3 | -19.3 | 1.2 | 0.5 | 23.0 | 35.2 | COc1cc(C(=S)NC2CCCCC2)ccc1O
0.954 | -0.2 | 1.6 | 39.5 | 1.4 | 5.2 | -34.0 | 1.4 | O=C(O)c1ccccc1NC(=O)c1cc(-c2ccccc2)nc2ccccc12
1.03 | 1.5 | -1.2 | 2.8 | 3.7 | 6.3 | -20.3 | 21.6 | CCOc1ccccc1N1CCN(C(=O)CC(C)C)CC1
0.929 | -0.8 | -0.4 | -10.9 | 0.6 | -3.0 | -2.4 | 20.9 | CN(C)c1ccc(CN(C(=O)C2COc3ccccc3O2)C2CCS(=O)(=O)C2)cc1 (configuration not stated)
1.08 | -1.7 | 0.5 | -4.1 | 1.0 | 1.7 | 3.9 | 3.5 | CCOC(=O)c1cn(-c2ccccc2)nc1-c1ccncc1
1.81 | -0.6 | 2.8 | 5.7 | -1.4 | i | -18.1 | 21.9 | CCOC(=O)c1c(O)c(O)c(C(=O)OCC)n1-c1ccccc1
0.959 | -4.0 | -1.1 | -3.7 | -1.2 | -17.5 | 13.7 | 15.4 | O=C(NCC1(c2ccccc2)CCCC1)c1ccco1
0.968 | -16.3 | -2.2 | -9.8 | -2.3 | -8.5 | 36.8 | 10.5 | NS(=O)(=O)c1cccc(NC(=O)CC23CC4CC(CC(Br)(C4)C2)C3)c1
1.02 | -0.1 | . | -15.5 | . | 12.3 | 3.7 | . | Nc1c(C(=O)OCC2CCCO2)c2nc3ccccc3nc2n1-c1ccc2c(c1)OCCO2 (configuration not stated)
1.1 | -17.1 | 0.1 | 5.4 | -0.5 | 2.7 | -4.8 | 6.0 | CN1CCN(NC(=S)Nc2ccc(Oc3ccccc3)cc2)CC1
0.976 | 0.6 | 0.9 | 5.0 | 2.1 | 1.5 | -1.9 | 24.7 | CN(C)NC(=O)C(NC(=O)c1ccccc1)C12CC3CC(CC(C3)C1)C2 (configuration not stated)
1.13 | -0.4 | 0.4 | -3.1 | 0.8 | -19.6 | -13.9 | 13.0 | O=C(COC(=O)c1nc(Cl)ccc1Cl)NC(=O)c1ccccc1
1.06 | -2.1 | 9.4 | -0.7 | 0.3 | -10.3 | 31.1 | 20.5 | COc1ccc(-c2nnc(SCc3nnc(-c4ccccc4)o3)n2-c2ccccc2)cc1

Compound profiles, from the list above:
Entry for COC(=O)c1ccccc1S(=O)(=O)N(CCCO)Cc1cc2c(C)ccc(C)c2[nH]c1=O → hIAP act = 0.995; NR3A LBD binder = 8.0; MPTP block = -0.5; ATG4B inh = -14.5; SENP1 FRET inh = 1.0; SENP6 block = 15.7; PfGluPho inh = 3.2; SENP8 block = -56.6
Entry for C[C@H](CO)N1C[C@H](C)[C@@H](CN(C)S(=O)(=O)c2ccccc2C#N)OCc2cn(nn2)CCCC1=O → hIAP act = .; NR3A LBD binder = .; MPTP block = -1.3; ATG4B inh = .; SENP1 FRET inh = 3.2; SENP6 block = .; PfGluPho inh = 18.6; SENP8 block = 11.3

More records
hIAP act | NR3A LBD binder | MPTP block | ATG4B inh | SENP1 FRET inh | SENP6 block | PfGluPho inh | SENP8 block | SMILES
0.922 | -1.2 | 0.6 | -1.8 | 2.9 | -16.6 | -6.3 | 2.8 | O=C(NC1CCN(Cc2ccccc2)CC1)C1CCCN(c2nnc(-n3cccc3)s2)C1 (configuration not stated)
1.02 | 3.0 | 1.5 | -1.9 | -0.6 | -10.8 | -10.8 | -36.7 | Cc1ccc(NC(=O)CCC(=O)N/N=C/c2coc3ccccc3c2=O)cc1
1.39 | -3.5 | 0.3 | 8.9 | 0.4 | 6.5 | -21.5 | 0.9 | Cc1cc(Cl)ccc1OCC(=O)NNC(=O)C1CCN(c2ncnc3sc(C)c(C)c23)CC1
0.914 | 3.4 | -0.2 | -1.9 | 3.7 | 3.5 | 50.7 | 8.9 | Cc1ccc(C(=O)Nc2ccc(SC(F)F)cc2)s1
1.29 | -1.4 | -13.7 | -4.9 | 1.6 | -6.8 | -14.2 | 35.1 | O=C(NNC1=C(C(=O)C(F)(F)F)CCC1)c1ccccc1Cl
1.02 | -0.1 | -0.7 | 3.2 | -11.2 | -1.6 | -5.7 | -54.7 | COC(=O)C1=C(C)Nc2c(c(=O)n(C)c(=O)n2C)C1c1cccc(O)c1 (configuration not stated)
1.24 | 0.9 | 2.5 | 55.5* | 0.7 | 55.8* | -10.1 | 12.4 | Cc1sc(NC(=O)C2C3CCC(O3)C2C(=O)O)nc1-c1ccc(CC(C)C)cc1 (configuration not stated)
0.852 | -0.8 | 4.2 | -0.9 | -27.5 | 19.4 | 69.7* | -365.7 | Cc1cccn2c(=O)c3cc(C(=O)NC4CCCCC4)c(=N)n(Cc4ccccc4)c3nc12
0.991 | -0.5 | -4.1 | 0.1 | 1.2 | 2.1 | -7.1 | 17.2 | COc1ccc(-n2cnnc2SCC(=O)NC2CCS(=O)(=O)C2)cc1 (configuration not stated)
1.1 | -1.6 | -0.3 | -17.0 | 0.5 | 0.5 | 7.0 | 29.7 | C=CCNc1nc(NCCO)nc(N2CCCC2)n1
0.94 | -1.8 | 3.7 | -12.4 | -18.5 | 7.1 | 14.1 | -86.9 | CCCCn1c(N)c(N(CC(C)C)C(=O)c2oc3c(Cl)cccc3c2C)c(=O)[nH]c1=O
1.19 | 18.2* | 0.1 | -1.1 | 6.1 | 3.9 | 8.4 | 18.0 | Cc1cc(Nc2ccccc2)n(C(=O)c2ccccc2)n1
0.867 | -2.6 | 0.3 | 1.2 | 1.1 | 9.2 | 4.0 | -38.2 | COc1ccc(S(=O)(=O)Nc2cccc(-c3ccc(N4CCCCCC4)nn3)c2)cc1OC
1.18 | -2.4 | -0.5 | 0.4 | 2.1 | 9.1 | -4.6 | 4.1 | O=C1c2ccc([N+](=O)[O-])cc2C(=O)N1CNc1ccccn1
0.867 | 1.5 | -0.6 | 0.0 | -0.4 | -7.2 | -10.7 | 9.3 | Cc1ccc(C(=O)COC(=O)CCN2C(=O)C3C4CCC(C4)C3C2=O)cc1C (configuration not stated)
1.02 | -1.6 | 1.8 | 3.9 | 1.7 | -1.3 | 14.3 | 7.3 | O=C(/C=C/c1cccc(Cl)c1Cl)OCC(=O)N1CCOCC1
1.1 | 1.3 | -1.0 | 2.9 | 0.3 | 6.5 | -21.1 | 6.9 | NC(=O)c1ccc[n+](CCC[n+]2cccc(C(N)=O)c2)c1
1.04 | -1.4 | 0.6 | -17.5 | 1.0 | -1.7 | 15.8 | 30.3 | CSc1nnc2c(n1)OC(c1cccn1C)N(C(C)=O)c1ccccc1-2 (configuration not stated)
1 | -0.3 | 20.8 | -6.2 | -22.7 | -2.6 | -1.8 | -19.6 | CC(C)n1cc(C(=O)c2cc(Br)ccc2O)cc(C#N)c1=O
1.07 | 25.4* | 1.3 | -13.3 | 3.7 | -19.1 | 16.4 | -385.9 | NS(=O)(=O)c1ccc(Nc2nc(-c3ccc(F)cc3)cs2)cc1
0.951 | 0.8 | 0.0 | 0.8 | 2.3 | 9.2 | 0.9 | -145.1 | CS(=O)(=O)Nc1ccccc1C(=O)NCCSCc1ccccc1
1.11 | 0.5 | -0.6 | -9.2 | 0.9 | -5.0 | 5.6 | 10.5 | Cc1nc2sc3c(c2c(=O)[nH]1)CCC3
. | -0.1 | -3.3 | 6.2 | 3.2 | . | -3.2 | 11.2 | Cc1ccc(NC(=O)COC(=O)CNC(=O)c2cccs2)cc1S(=O)(=O)N1CCOCC1
0.755 | -0.5 | -2.7 | 1.9 | 1.4 | -24.2 | -6.5 | 13.1 | CCNS(=O)(=O)c1ccc(NS(C)(=O)=O)cc1
0.833 | -0.9 | -0.1 | -0.5 | 0.4 | 1.9 | -1.3 | 14.4 | COc1cc(COCC(O)CN2CCN(Cc3ccc4c(c3)OCO4)CC2)cc(OC)c1OC (configuration not stated)
0.999 | -0.2 | 0.1 | -8.7 | 1.2 | -11.5 | 2.3 | 11.1 | CC(C)(C)OC(=O)C[C@H]1C/C=C\C[C@@H](CC(=O)N[C@H](CO)Cc2ccccc2)C(=O)NC[C@@H](c2ccccc2)OC1=O
1.05 | 1.5 | -2.7 | -6.1 | 2.6 | -9.6 | -3.9 | 1.6 | CCN(CC(=O)NCc1ccc(Cl)cc1)C(=O)NCc1ccc(Cl)cc1
1.12 | 0.1 | 0.0 | -15.9 | 1.5 | 10.8 | 5.7 | -1.6 | COCCOC(=O)c1c(NC(=O)COC(=O)c2ccc(C)o2)sc(C(N)=O)c1C
0.873 | -0.6 | 2.0 | 3.1 | 0.7 | -22.2 | 9.8 | 14.8 | Cc1ccc(C)c(NNC(N)=S)c1
1.08 | -5.7 | 2.8 | -5.3 | -1.6 | 16.7 | -15.4 | -190.9 | Cc1ccc(C)c(OCC(=O)Nc2ccc(S(=O)(=O)Nc3ccccn3)cc2)c1
1.04 | -1.3 | 2.3 | -15.2 | -8.0 | -1.0 | 7.7 | 9.2 | O=C(CN1CCC(n2nnc3ccccc32)CC1)Nc1ccc2c(c1)CCC2
1.04 | 0.5 | -1.0 | -2.0 | 1.8 | -19.7 | -6.8 | 6.0 | O=C(CSc1ncccn1)Nc1ccc(Cl)c(S(=O)(=O)N2CCOCC2)c1
0.955 | 0.1 | -0.8 | -5.3 | 1.0 | 4.7 | 10.6 | 1.9 | COc1ccc(Cl)cc1-c1nc(SCC(=O)N(C)C2CCS(=O)(=O)C2)n[nH]1 (configuration not stated)

Compounds as they come; overall some 6.7% were active at least once.
